# Assay outcomes deposited in PubChem by National Center for Advancing Translational Sciences (NCATS).
# Pol iota inh: DNA polymerase iota (human) inhibition. Pol iota fluorescent replication assay, 10 min. Potency, µM (titrated, usually from 115 µM), inactives show top-dose activity, negative = inhibition, hits mostly inhibitors. 1% of 390,000 active. AID 588590; further: potency means the concentration at half of the fitted maximal effect
#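 Pol iota at 10 nM preincubated 15 min with compounds at room temperature; reaction started with fluorescent substrate, 50 nM final. Fluorescence read kinetically at 0 and 10 min; buffer-only wells as negative control.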
# POLH inh: DNA polymerase eta (human) inhibition; recombinant Pol eta, fluorescent DNA replication assay; AID 588591; Potency, µM (titrated, usually from 114 µM), for the others: at the top dose activity change, negative = inhibition, most hits filed as inhibitors; Q9Y253; 1.2% of 390,000 active; further: potency means the concentration at half of the fitted maximal effect; on the % scale 0 is the no-effect control and ±100 the full control effect
#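 Pol eta at 10 nM preincubated with compounds 15 min at room temperature; reaction started with fluorescent substrate (50 nM final) and read kinetically at 0 and 10 min.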
# APEX1 inh: inhibitors of human APE1 endonuclease; P27695; recombinant APE1, TAMRA/BHQ-2 abasic DNA cleavage fluorescence; Potency, µM (titrated, usually from 65.8 µM), for inactives: at the highest dose activity change, negative = inhibition, most hits filed as inhibitors; 0.35% of 350,000 active;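 further: potency means the concentration at half of the fitted maximal effect; plate controls were vehicle for no effect and reference inhibitor for full effect; nearly all actives have a fitted effect of over 55% in size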
# Target sequence (P27695 whole entry, looked up): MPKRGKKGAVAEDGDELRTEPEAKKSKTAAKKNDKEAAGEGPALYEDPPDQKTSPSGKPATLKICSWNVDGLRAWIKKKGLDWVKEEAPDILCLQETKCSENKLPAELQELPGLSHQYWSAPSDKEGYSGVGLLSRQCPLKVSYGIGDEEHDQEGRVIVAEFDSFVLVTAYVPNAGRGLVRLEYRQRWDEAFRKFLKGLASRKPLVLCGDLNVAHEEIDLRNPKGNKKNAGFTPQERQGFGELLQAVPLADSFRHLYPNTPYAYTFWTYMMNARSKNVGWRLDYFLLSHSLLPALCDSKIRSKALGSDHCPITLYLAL
#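 Endonuclease cleavage of a quenched abasic-site DNA duplex (50 nM) by APE1 (0.75 nM) was tracked by TAMRA dequenching. Compounds were preincubated with enzyme 15 min at room temperature; data normalized to buffer-only and DMSO wells plus NSC13755 control.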
# POLB inh: blocks human DNA polymerase beta activity | P06746 | 1.3% of 340,000 active | Potency, µM (highest dose often 114 µM), for the others: at the top dose activity change, negative = inhibition, hits mostly inhibitors | AID 485314 | Pol beta primer extension/strand displacement, fluorescence kinetic; further: potency means the concentration at half of the fitted maximal effect; on the % scale 0 is the no-effect control and ±100 the full control effect
#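 Pol beta (10 nM) and compounds were preincubated 15 min at room temperature, then 50 nM substrate (final) started primer extension/strand displacement. Reads were taken at 0 and 10 min; concentration-response data were fitted to a four-parameter Hill equation.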
# BLM inh: Bloom syndrome helicase (human) inhibition. Potency, µM (top dose mostly 56.1 µM), for inactives: at the highest dose activity change, negative = inhibition, usual class: inhibitors. P54132. AID 2528. recombinant BLM DNA unwinding, fluorescence dequenching. 0.2% of 350,000 active;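 further: potency means the concentration at half of the fitted maximal effect; plate controls were vehicle for no effect and no enzyme for full effect; nearly all actives have a fitted effect of over 35% in size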
# POLK inh: inhibitors of human DNA polymerase kappa | purified Pol kappa, fluorescent DNA synthesis assay, 10 min | 0.53% of 400,000 active | Potency, µM (doses to about 107 µM), without a hit: at the top dose activity, negative = inhibition, most hits filed as inhibitors | Q9UBT6; further: potency means the concentration at half of the fitted maximal effect; on the % scale 0 is the no-effect control and ±100 the full control effect
#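 Activity was followed as the change in fluorescence between reads at 0 and 10 min after starting the reaction with 50 nM substrate. Beforehand, 10 nM polymerase had been preincubated with compound for 15 min at room temperature.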
# Anesthetic bind: candidate novel general anesthetic via apoferritin binding; AID 485281; P02791; Potency, µM (highest dose often 77.5 µM), inactives show at the top dose activity change, negative = displacement, usual class: inhibitors; 0.074% of 350,000 active; apoferritin/1-aminoanthracene competitive binding, fluorescence; further: potency means the concentration at half of the fitted maximal effect; on the % scale 0 is the no-effect control and ±100 the full control effect; nearly all actives have a fitted effect of over 20% in size
# Target sequence (P02791 2-175 limits assumed): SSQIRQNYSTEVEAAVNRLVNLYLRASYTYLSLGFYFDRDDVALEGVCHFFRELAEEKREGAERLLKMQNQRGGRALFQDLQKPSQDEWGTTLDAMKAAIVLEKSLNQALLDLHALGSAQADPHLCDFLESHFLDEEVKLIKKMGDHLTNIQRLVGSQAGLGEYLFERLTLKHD
#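 In PBS, apoferritin at 10 uM is loaded with 1-AMA from a 50% saturated solution. After 10 min of compound exposure at ambient temperature, reduced 535 nm fluorescence indicates probe displacement.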
# Glioma ERSR ind: inducers of ER stress response in human glioma cells. U87-MG GRP78 promoter luciferase reporter, 16 h. Potency, µM, inactives show at the top dose activation, most hits filed as activators. 0.02% of 420,000 active; further: potency means the concentration at half of the fitted maximal effect; series mostly up to about 76 µM; % of control where 0% means no effect; nearly all actives have a fitted effect of over 35% in size
#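 Stably transfected U87-MG glioma cells carrying a GRP78-based luciferase sensor; 16 h compound incubation. Luminescence end-point read 10 min after Bright-Glo addition at room temperature.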
# LDHA inh: LDHA (human) enzyme inhibition; activity change, % (values are at about 110 or 230 µM); P00338; AID 1347041; 0.15% of 480,000 active; purified LDHA, NADH/diaphorase-resazurin fluorescence; stronger effect = lower value; in the data active means activity change below about -30%; inconclusive means mostly about -25% to -30%;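 further: plate controls were DMSO wells for no effect and wells without enzyme for full effect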
#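 Remaining NADH was detected by diaphorase (0.133 mg/mL) converting 37 µM resazurin to fluorescent resorufin, read at 0 and 20 minutes. The preceding 5-minute room-temperature reaction used 2 nM LDHA, 0.2 mM sodium pyruvate and 0.06 mM NADH at pH 7.4.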
# Starred values were filed as active, the others as inactive; ? = inconclusive; / = not tested or not shown; & = joins results of further samples; [ ] = another dose, or the depositor's remark. Unless noted, the call rests on the fitted dose curve; in most records, active means well fitted curve in the direction sought with a large enough effect; inconclusive means small, poorly fitted or top-dose-only effect, or another doubt; inactive means no such curve, though single readings can be large; an effect the other way counts as inactive or inconclusive. The list is partial (hit frequency here may not be typical).
[1] COCC(=O)NC(c1ccccc1)c1ccccc1
[2] CSc1ccc(C2c3c(-c4ccccc4O)n[nH]c3C(=O)N2Cc2ccncc2)cc1 (centres undefined)
[3] Cc1nc2c(C(=O)NCc3ccccc3)c[nH]n2c(=O)c1Cl
[4] CCOc1ccc(C(=O)CCC(=O)N2CCN(c3ccc(O)cc3)CC2)cc1
[5] C/C(=N\NS(=O)(=O)c1ccc([N+](=O)[O-])cc1)c1cccs1
[6] N=C(N)SCCc1cnc[nH]1
Assay by compound,1,2,3,4,5,6
Pol iota inh,15%,?,8%,?,13%,-8%
POLH inh,3%,-16%,-5%,-13%,-16%,-2%
APEX1 inh,0%,/,-5%,7%,-8%,28%&6%&-11%&-8%
POLB inh,3%,28%,3%,/,-9%,19%[57.1 µM]
BLM inh,1%,-4%,-8%,/,6%,-12%
POLK inh,3%,?,-7%,-2%,5%,-14%[60.1 µM]
Anesthetic bind,-6%,-11%,-9%,/,-5%,/
Glioma ERSR ind,-2%,2%,-4%,-5%,0%,-3%&-2%&-2%&1%
LDHA inh,-4,-5,6,-18,-3,-7

[7] CCN(CC)c1nc(-c2ccccc2)nc2ccccc12
[8] COc1ccc(S(=O)(=O)N2CCOCC2)cc1NC(=O)Cc1ccsc1
[9] CCNC(=O)Cn1cc(C#N)c2ccccc21
[10] CCC1(c2ccc(F)cc2)NC(=O)N(CC(=O)NCc2ccc(C)cc2)C1=O (centres undefined)
[11] C=CCn1c(Cc2c[nH]c3ccccc23)nnc1SCC(=O)NCc1ccccc1
[12] Cc1ccc(C)c(S(=O)(=O)N2CCN(C(=O)[C@@H]3CCCN3C(=O)c3cccs3)CC2)c1
Assay by compound,7,8,9,10,11,12
Pol iota inh,132%[activator],-2%,17%,130%[activator],13%,27%
POLH inh,-24%,-3%,-3%,-2%,3%,-4%
APEX1 inh,-11%,4%,0%,-12%,2%,2%
POLB inh,3%,/,24%,17%,18%,/
BLM inh,-3%,/,3%,-3%,-4%,/
POLK inh,-16%,-13%,-3%,2%,-6%,-17%
Anesthetic bind,5%,/,3%,-12%,-14%,/
Glioma ERSR ind,-3%,-1%,4%,-2%,-3%,-2%
LDHA inh,-1,0,-12,-2,0,-9

[13] Cc1cc(C)nc(NS(=O)(=O)c2ccc(NC(=O)Cc3ccccc3F)cc2)n1
[14] COC(C[C@@H](O)C[C@@H](O)COCc1ccccc1)OC
[15] Nc1nc(SCC(=O)N2CCN(c3ccc(F)cc3)CC2)n[nH]1
[16] CC(=O)Nc1cccc(NC(=O)c2ccc(COc3ccccc3)cc2)c1
[17] CCOC(=O)C1=C(C)Nc2nc3ccccc3n2C1c1ccc(O)cc1 (centres undefined)
[18] COC(=O)C[C@H](NC(=O)Cn1cnc(C(=O)Nc2ccc(C)c(C)c2)n1)C(=O)OC
Assay by compound,13,14,15,16,17,18
Pol iota inh,140%[activator],20%,38%[activator],27%,5%,-7%
POLH inh,-26%,-14%,-15%,-17%,0%,-7%
APEX1 inh,38%,0%,25%,39%,-3%,-13%
POLB inh,10%,-24%,/,2%,-1%,/
BLM inh,-4%,-1%,/,-6%,3%,/
POLK inh,2%,15%,-39%,-10%,2%,-12%
Anesthetic bind,-11%,-10%,/,6%,3%,/
Glioma ERSR ind,-5%,-3%,-4%,-3%,-1%,2%
LDHA inh,-6,-3,-2,-8,-2,-8

[19] Fc1ccccc1-c1nc2ccccc2[nH]1
[20] COc1ccc(CCNC(=O)C2CCN(S(=O)(=O)c3cc(OC)ccc3OC)CC2)cc1
[21] Cc1cc2nc(-c3cccnc3SCC(=O)NCc3ccco3)[nH]c2cc1C
[22] O=C1c2ccccc2NC(c2ccc(-c3ccc(Br)cc3)o2)N1O (centres undefined)
[23] O=c1oc(-c2cccs2)nc2ccc(Br)cc12
[24] COc1cc(C)ccc1OCC(=O)Nc1ccccc1N1CCOCC1
Assay by compound,19,20,21,22,23,24
Pol iota inh,18%,23%,7%,27%,-5%,11%
POLH inh,-8%,?,-19%,-14%,-8%,-2%
APEX1 inh,-10%,3%,?,-3%,-1%,18%
POLB inh,31%,-30%,50µM*,21%,30%,/
BLM inh,-1%,-3%,-14%,-7%,-2%,/
POLK inh,-10%,-7%,-3%,-5%,-2%,-3%
Anesthetic bind,-21%,-10%,62%[activator],?,-11%,/
Glioma ERSR ind,-3%,-5%,0%,-2%,-2%,4%
LDHA inh,-14,-6,-1,-2&-1,-11,-1

[25] CCOc1ccc(Nc2cc(C)nc3nc(C)nn23)cc1
[26] O=C(/C=C/c1ccccc1)NCC(=O)N/N=C\c1cccnc1
[27] COc1ccc(NC(=O)c2sccc2OS(=O)(=O)N(C)C)cc1
[28] CC(=O)Nc1cccc(NC(=O)CSc2nccn2Cc2ccccc2)c1
[29] Cn1c(=O)n(C)c2cc(NC(=O)c3ccc(F)cc3)c(Br)cc21
[30] Cc1ccc(NC(=O)c2c(C(=O)Nc3ccccc3)sc3nc(C)cc(=O)n23)cc1
Assay by compound,25,26,27,28,29,30
Pol iota inh,-2%,-16%,61%[activator],12%&17%,170%[activator],111%&-8%[activator]
POLH inh,-13%,-11%,-12%,-8%&-11%,-19%,9%&-11%
APEX1 inh,3%,-4%,1%,10%,2%,9%
POLB inh,15%,42%,35%,19%&8%,-1%,51%&3%
BLM inh,-15%,1%,-2%,1%&1%,1%,-3%&-2%
POLK inh,4%,-4%,4%,-5%,4%,-19%&-16%
Anesthetic bind,28%,-21%,-11%,-9%&-5%,-3%,?
Glioma ERSR ind,-2%,-4%,7%,0%&-3%,-4%,-6%&-3%
LDHA inh,-2,-14,-6,-13&-15,1,-6&-6

[31] COc1ccc(NC(=O)COCc2cc(-c3ccco3)on2)cc1Cl
[32] CC(C)(C)OC(=O)N1CCC(c2nnc(SCc3ccccc3F)o2)CC1
[33] Cc1cccc(NC(=O)CN2C(=O)COc3ccc(S(=O)(=O)N4CCC(C)CC4)cc32)c1C
[34] CN(C)CCCOc1cccc(Cl)c1
[35] O=C(CN1CCC(n2nnc3cc(C(F)(F)F)ccc32)CC1)NCc1cccs1
[36] CC1C/C(=C/c2ccccn2)C(=O)/C(=C/c2ccccn2)C1 (centres undefined)
Assay by compound,31,32,33,34,35,36
Pol iota inh,-12%,12%,18%,17%,52%[activator],?
POLH inh,-16%,-10%,-6%,-6%,-20%,?
APEX1 inh,/,/,/,-3%,-4%,4%
POLB inh,-15%,25%,15%,-26%,5%,36%
BLM inh,0%,1%,-2%,-6%,-9%,-3%
POLK inh,-2%,-2%,-4%,-12%,-12%,-4%
Anesthetic bind,0%,60%[activator],-6%,7%,-7%,-11%
Glioma ERSR ind,-2%,-3%,-5%,-4%,-4%,-16%
LDHA inh,-4,-2&-2,?,-14,-7,10

[37] CN(C)/C=N/c1cc(=O)n(Cc2ccccc2)c(=O)n1C
[38] O=C(O)CCn1c(SCCc2ccccc2)nc2ccccc21
[39] O=C(c1ccc(N2CCCC2=O)cc1)N1CCN(c2ccc(Cl)cc2)CC1
[40] COc1cccc(CN2C(=O)C3(SCC(=O)N3c3ccc(C)c(Cl)c3)c3ccccc32)c1 (centres undefined)
[41] CCN(CC)c1ccc(S(=O)(=O)N2CCCCC2)cc1NC(=O)C1CSC2(C)CCC(=O)N12 (centres undefined)
[42] CC(C)C[C@H](NC(=O)NC(C)C)C(=O)O
Assay by compound,37,38,39,40,41,42
Pol iota inh,50%[activator],139%[activator],-11%,-8%,11%,42%[activator]
POLH inh,-16%,-13%,-22%,-4%,-16%,-10%
APEX1 inh,-5%&-3%,/,-3%,/,23%,11%
POLB inh,-11%,/,2%,4%,/,7%
BLM inh,1%&0%,/,-5%,-5%,/,-3%
POLK inh,-11%,0%,-3%,-10%,2%,-5%
Anesthetic bind,3%&-6%,/,-12%,-7%,/,1%
Glioma ERSR ind,-4%,-1%,4%,0%,-4%,-3%
LDHA inh,-6,-4,0,-7,2,1

# Profiles, quoted from the list. Screens in order: Pol iota inh	POLH inh	APEX1 inh	POLB inh	BLM inh	POLK inh	Anesthetic bind	Glioma ERSR ind	LDHA inh
# CN(C)/C=N/c1cc(=O)n(Cc2ccccc2)c(=O)n1C across the screens: 50%[activator]	-16%	-5%&-3%	-11%	1%&0%	-11%	3%&-6%	-4%	-6
# O=C(O)CCn1c(SCCc2ccccc2)nc2ccccc21 across the screens: 139%[activator]	-13%	/	/	/	0%	/	-1%	-4

# (continued)
[43] COc1ccc(N2CCN(C(=O)COC(=O)c3c(-c4ccccc4)noc3C)CC2)cc1
[44] O=C(NNC(=O)C12CC3CC(CC(Cl)(C3)C1)C2)c1csc(N2CCOCC2)n1
[45] CC1(C)CC(C)(O)P(=O)(c2ccccc2)O1 (centres undefined)
[46] CCCCCN1C(C(=O)c2ccccc2)=C(NC(=O)c2ccccc2Cl)c2ccccc2S1(=O)=O
[47] Brc1ccc(-c2noc(CCc3ccccc3)n2)cc1
[48] Cc1ccc(S(=O)(=O)N2CCC(C(=O)NCCCn3ccnc3)CC2)cc1
[49] COc1ccc2c(c1)OC[C@H]1[C@H]2N2C(=O)CNC(=O)[C@@]2(C)[C@H]1c1ccccc1
[50] CC1Cc2ccccc2N1C(=O)c1cnsn1 (centres undefined)
[51] Cc1cc([N+](=O)[O-])nn1CCCC(=O)Nc1cc(Oc2ccccc2)cc([N+](=O)[O-])c1
Assay by compound,43,44,45,46,47,48,49,50,51
Pol iota inh,25%,48%[activator],25%,-5%,13%,18%,-16%,2%,20%
POLH inh,-14%,-13%,11%,0%,-7%,-17%,-6%,-3%,-24%
APEX1 inh,15%,-2%,-1%,/,/,19%,5%,-1%,-1%
POLB inh,/,-14%,-5%,-1%,/,34%,/,1%,0%
BLM inh,/,1%,-2%,-8%,/,4%,/,-2%,-8%
POLK inh,5%,0%,-5%,-3%,1%,-3%,5%,-15%,-1%
Anesthetic bind,/,-22%,9%,-9%,/,-4%,/,?,-2%
Glioma ERSR ind,-1%,-5%,-6%,?,0%,-3%,-6%,0%,-5%
LDHA inh,3,-1,-10,0,-3,-3,7,-4,0
